BoNT F protease – BoNT/F light chain protease inhibitors, primary screen, biochemical, flow cytometry, MLPCN library; Botulinum neurotoxin type F light chain protease (Clostridium botulinum); 360,000 compounds, 0.22% hits; Multiplex microsphere protease cleavage assay; inhibition, % at 10 µM; AID 588497, 2011; in the data active = inhibition above about 35%, passing the limit was not always enough; inconclusive = no clear call, values can overlap the other calls; note: plate controls were buffer without enzyme for full effect and enzyme alone for no effect
CCHFV vOTU inh – CCHFV vOTU protease inhibitors, primary screen, biochemical, Pep-AMC substrate, fluorescence | 370,000 compounds, 0.55% hits | AID 651958, 2012 | inhibition, % at 11.5 µM; note: 0% = vehicle wells with enzyme and 100% = no enzyme wells
FadD28 binding – inhibitors of FadD28 bisubstrate probe binding, primary screen, biochemical, fluorescence polarization, single point; Mycobacterium tuberculosis FadD28 fatty-acid-AMP ligase; 360,000 compounds, 0.22% hits; inhibition, % at 12.5 µM; in the data active = inhibition above about 8.5%, passing the limit was not always enough; inconclusive = no clear call, values can overlap the other calls
Rv3671c protease – Rv3671c serine protease inhibitors, primary screen, biochemical, fluorescence polarization, M. tuberculosis H37Rv; inhibition, % at 5.96 µM; AID 2606, 2010; 320,000 compounds, 0.048% hits; P9WHR9; in the data active = inhibition above about 38%;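 note: extracellular domain of Rv3671c used as enzyme; 0% = enzyme with DMSO and 100% = no enzyme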
Target sequence (P9WHR9 whole entry, looked up, the tested form may be a part): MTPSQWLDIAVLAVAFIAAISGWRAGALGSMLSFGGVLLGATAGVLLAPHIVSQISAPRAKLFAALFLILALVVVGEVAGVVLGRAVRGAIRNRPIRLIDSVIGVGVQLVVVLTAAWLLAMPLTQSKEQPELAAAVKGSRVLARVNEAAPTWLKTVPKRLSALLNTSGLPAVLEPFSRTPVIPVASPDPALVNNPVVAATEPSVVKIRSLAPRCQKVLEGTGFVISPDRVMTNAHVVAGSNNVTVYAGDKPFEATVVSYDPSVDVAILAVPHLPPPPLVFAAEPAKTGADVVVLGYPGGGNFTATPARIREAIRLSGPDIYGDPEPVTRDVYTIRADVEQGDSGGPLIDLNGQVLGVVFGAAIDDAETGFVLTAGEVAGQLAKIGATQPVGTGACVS
UGM FP inh – M. tuberculosis UGM enzyme inhibitors, primary screen, biochemical, fluorescence polarization, single point; inhibition, % at 10 µM; AID 504406, 2011; UDP-galactopyranose mutase (Mycobacterium tuberculosis (strain ATCC 25618 / H37Rv)), …; purified UGM, fluorescence polarization probe displacement; 320,000 compounds, 0.06% hits; in the data active = inhibition above about 10%, passing the limit was not always enough; inconclusive = no clear call, values can overlap the other calls
GDH-TPI inh – GDH-TPI coupling enzyme inhibitors, primary screen, artefact control for M. tuberculosis FBA inhibitor project, biochemical, absorbance, full deck | GDH-TPI coupled enzyme counterscreen, NADH absorbance | inhibition, % at 4.8 µM | 360,000 compounds, 1.2% hits;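 note: 0% = DMSO wells and 100% = wells lacking the enzyme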
MazEF act – activators of E. coli MazEF toxin-antitoxin RNase, primary screen, biochemical, fluorescence, uHTS; Endoribonuclease toxin MazF (Escherichia coli (strain K12)), P0AE70; FAM/BHQ RNA-DNA oligo cleavage fluorescence, 5 h; activation, % at 20 µM; 350,000 compounds, 0.32% hits; AID 504720, 2011; in the data active = activation above about 50%
Target sequence (P0AE70 whole entry, looked up): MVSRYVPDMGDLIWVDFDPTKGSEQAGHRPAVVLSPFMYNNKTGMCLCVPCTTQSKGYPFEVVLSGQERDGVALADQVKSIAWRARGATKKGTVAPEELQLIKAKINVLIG
BioA inh – M. tuberculosis BioA enzyme inhibitors, primary screen, biochemical, plate reader, single point, HTS. 7,8-diaminopelargonic acid synthase BioA (Mycobacterium tuberculosis). purified M. tuberculosis BioA enzyme. inhibition, % at 9.99 µM. 360,000 compounds, 0.096% hits. AID 602481, 2012; in the data active = inhibition above about 40%; inconclusive = no clear call, values can overlap the other calls
VHR inh abs – VHR1 phosphatase inhibitors, primary screen, biochemical, absorbance, uHTS; recombinant VHR phosphatase, pNPP absorbance; Dual specificity protein phosphatase 3 (Homo sapiens), P51452; inhibition, % at 13.3 µM; 290,000 compounds, 0.52% hits; AID 1654, 2009; in the data active = inhibition above about 50%; note: some compounds called inactive have numbers as strong as hits
Target sequence (P51452 whole entry, looked up): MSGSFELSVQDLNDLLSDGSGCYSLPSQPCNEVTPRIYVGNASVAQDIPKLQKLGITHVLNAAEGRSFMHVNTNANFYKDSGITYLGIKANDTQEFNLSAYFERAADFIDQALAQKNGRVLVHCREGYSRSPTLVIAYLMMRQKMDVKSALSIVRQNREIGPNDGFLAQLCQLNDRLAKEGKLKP
FBA Mtb inh – Mtb FBA enzyme inhibitors, primary screen, biochemical, fluorescence, strain H37Rv; Fructose-bisphosphate aldolase (Mycobacterium tuberculosis (strain ATCC 25618 / H37Rv)), …; purified M. tuberculosis FBA, fluorescence read-out; inhibition, % at 1 µM; 360,000 compounds, 2.3% hits; in the data active = inhibition above about 27%;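 note: 0% = vehicle and 100% = reference inhibitor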
Target sequence (P9WQA3 whole entry, looked up): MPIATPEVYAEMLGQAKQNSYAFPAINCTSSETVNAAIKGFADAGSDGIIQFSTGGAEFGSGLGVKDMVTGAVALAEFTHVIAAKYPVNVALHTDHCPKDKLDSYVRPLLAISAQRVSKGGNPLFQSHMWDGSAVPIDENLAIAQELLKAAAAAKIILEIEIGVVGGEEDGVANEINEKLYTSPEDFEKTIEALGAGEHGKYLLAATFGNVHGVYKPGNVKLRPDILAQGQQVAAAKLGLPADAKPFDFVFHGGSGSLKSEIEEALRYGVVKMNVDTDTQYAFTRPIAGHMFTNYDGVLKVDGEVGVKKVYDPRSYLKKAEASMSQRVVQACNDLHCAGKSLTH
Numbers without * were called inactive; u = inconclusive; x = no result given. Cut-off read from the data, not from the text of the source, unless noted: active = inhibition above about 30%; inactive = the rest.

SMILES | BoNT F protease | CCHFV vOTU inh | FadD28 binding | Rv3671c protease | UGM FP inh | GDH-TPI inh | MazEF act | BioA inh | VHR inh abs | FBA Mtb inh
CCOc1ccc(CN2CCNC(=O)C2CC(=O)N(C)CC2CCOCC2)cc1 (stereo not given) | -9 | -16 | -1.4 | -3 | 1.2 | 7 | -11 | 0.1 | 10 | 2
CCn1nccc1C(=O)Nc1cccc(C)c1C | -26 | -5 | -1.7 | -4 | 2.3 | -10 | 17 | 0.2 | -18 | 0
N#CC1=C(N)C(C#N)(C#N)C(c2ccncc2)C2CN(C(=O)OCc3ccccc3)CC=C12 (stereo not given) | 0 | -12 | -5.0 | -4 | 1.2 | 10 | 5 | 1.5 | -9 | 10
CC(=O)c1sc(N/N=C\c2ccccc2O)nc1C | -5 | 7 | -0.7 | 7 | -2.8 | 12 | 22 | x | 30 | -8
COc1ccccc1C(=O)Nc1ccc(Cc2ccncc2)cc1 | -7 | -19 | -3.4 | 2 | -0.2 | -1 | -2 | x | -5 | 0
O=C(NC1CCCCC1)N1Cc2cc(-c3cccc(F)c3)ccc2-n2nncc2C1 | -7 | 2 | -1.5 | x | x | x | x | -3.4 | x | 1
O=C(NNC1=C(C(=O)C(F)(F)F)CCC1)c1ccc(Br)cc1 | -18 | 3 | -0.6 | -8 | -1.2 | 7 | -1 | 4.9 | 30 | 1
COc1ccc(Cl)cc1NC(=O)COC(=O)Cc1cccs1 | -8 | 0 | 0.9 | 5 | -0.6 | -9 | 0 | 0.1 | x | -2
COc1cccc(CNC(=O)CS(=O)(=O)Cc2nc(-c3ccc(C)cc3)oc2C)c1OC | 0 | 19 | -6.0 | -10 | -0.9 | 6 | -9 | 1.1 | 2 | 6
CSCCC(=O)NC1CC(C)(C)Cc2c1cnn2-c1ccccc1C (stereo not given) | u | -4 | 0.1 | 0 | 0.3 | 6 | 1 | 4.8 | 6 | 2
O=C(CCc1ccccc1)NNC(=O)Nc1cccc(Cl)c1 | 7 | 17 | -1.3 | 6 | -0.1 | 9 | 4 | -4.9 | 27 | 5
O=C(Cc1ccccc1)Nc1ccccc1N1CCCC1 | -7 | -5 | -1.9 | 3 | -1.4 | -1 | 2 | -0.4 | 6 | 2
CC(NC(=O)CN1C(=O)NC2(CCc3ccccc32)C1=O)c1ccc2c(c1)OCCO2 (stereo not given) | 3 | 12 | -1.9 | -15 | x | 0 | 6 | 1.4 | x | -3
C=CCc1cc(S(=O)(=O)c2ccc(O)c(CC=C)c2)ccc1O | u | -11 | -3.6 | -14 | 2.3 | -1 | 8 | 0.2 | -17 | 1
Cc1ccc(N/N=C2\CS(=O)(=O)N(C)c3ccsc32)cc1 | -3 | -2 | -0.4 | 4 | -0.7 | 12 | 0 | -1.0 | -27 | -1
COc1cccc(/C=N/NC(=O)CNC(=O)c2cccnc2)c1O | -5 | 8 | 1.6 | 0 | -0.1 | 3 | 9 | 3.2 | 38 | 25
COc1ccc(C)cc1NC(=O)CN1CCN(S(=O)(=O)c2ccc(F)cc2)CC1 | -2 | -6 | -3.5 | -7 | 1.6 | -4 | -8 | -1.0 | 27 | -1
CCCCNC(=O)c1ccc(NC(=O)CC2SC(N3CCCC3)=NC2=O)cc1 (stereo not given) | -2 | 2 | -0.7 | -7 | -0.4 | -3 | 3 | -0.2 | x | 5
COC(=O)c1sc(S(=O)(=O)Nc2ccc3cn[nH]c3c2)c(C(=O)OC)c1C | -6 | 2 | -0.3 | -3 | -1.1 | -4 | 0 | -1.2 | -10 | -6
COc1cc(/C=C2\S/C(=N/S(=O)(=O)c3ccc(C)cc3)NC2=O)c([N+](=O)[O-])cc1OC | x | 29 | 3.4 | 19 | -0.7 | 20 | 7 | x | 9 | -1
COc1cc(OC)cc(C(=O)NC(=S)NCCc2ccccc2)c1 | 3 | -1 | 0.1 | -25 | -2.4 | 6 | -2 | -0.9 | 14 | 0
COc1ccccc1NC(=O)N1CCCC1C(=O)Nc1nnc(C(C)C)s1 (stereo not given) | -4 | 5 | -1.4 | 0 | -1.0 | 0 | 9 | -0.2 | -8 | 3
OCC1C2c3ccccc3C(c3ccccc32)C1CO (stereo not given) | 7 | -7 | -3.5 | -3 | 3.0 | -6 | 5 | x | 13 | -1
CCCN1CCC(NC(=O)Cc2ccccc2C)CC1 | u | 0 | -2.1 | 4 | 1.4 | 3 | -2 | -0.4 | 8 | -1
COc1cc2c(c(OC)c1OC)-c1ccc(SC)c(=O)cc1C(NC=O)CC2 (stereo not given) | -3 | 15 | -4.8 | x | x | 4 | 5 | x | x | -1
Cc1cccc(-c2nc3ccc(C(=O)NCCN4CCN(C)CC4)cc3nc2-c2cccc(C)c2)c1 | -2 | -47 | -8.9 | -12 | -1.0 | 11 | -22 | 11 | 30 | 25
O=C(CCCN1C(=O)CCC1=O)Nc1cccc(C(F)(F)F)c1 | u | 4 | -3.6 | -5 | 3.2 | -11 | 7 | -0.5 | -11 | -3
COc1cc(C=C2Cc3ccccc3C2=O)cc(OC)c1OC | -4 | -5 | -4.6 | x | x | x | x | x | x | -5
O=C(NCCc1ccccc1F)c1cccc2cccnc12 | -76 | 8 | -0.5 | -15 | 1.7 | -1 | 0 | 0.5 | 21 | 2
COc1cccc(C2C(C#N)=C(N)Oc3c2oc(CO)cc3=O)c1 (stereo not given) | -5 | 19 | 1.1 | 0 | -2.4 | -2 | -22 | 1.1 | 22 | 1
O=C(Nc1ccc(F)cc1)C1CCCN(S(=O)(=O)c2ccc3[nH]c(=O)ccc3c2)C1 (stereo not given) | 2 | -4 | -3.7 | 0 | 2.8 | 1 | 14 | -1.7 | 9 | -1
Cc1c(CC(=O)N2CCN(C(=O)C3COc4ccccc4O3)CC2)c(=O)oc2cc(O)cc(O)c12 (stereo not given) | x | -188 | -3.9 | -3 | 0.7 | 17 | -18 | -0.7 | -2 | 177*
Cn1c(SCC(=O)Nc2ccccc2F)nc2c(c1=O)SCC2 | 12 | 2 | 1.0 | -3 | 1.3 | 17 | 2 | 8.8 | 24 | 3
O=C(CCCn1c(=S)[nH]c2cc3c(cc2c1=O)OCO3)N1CCN(C2CCCCC2)CC1 | 4 | -4 | -2.8 | -2 | -1.4 | 8 | 8 | -0.6 | 17 | 2
O=C(c1ccc2n[nH]nc2c1)N1CCN(c2ccc(C(F)(F)F)cn2)CC1 | 1 | -19 | 0.8 | 0 | -1.0 | 5 | 0 | 5.7 | x | 8
O=C(CC1c2ccccc2Oc2ccccc21)Nc1ccccc1F | -2 | -6 | -3.6 | -10 | 0.1 | 4 | -2 | 1.2 | 8 | -1
CCCc1cc(=O)[nH]c(Nc2ccc(N3CCCCC3)cc2)n1 | -14 | 5 | 0.1 | 2 | 2.3 | 1 | 11 | -0.1 | 10 | 1
CCCCn1nnnc1SCC(=O)N1CCOCC1 | 3 | -8 | -2.3 | 2 | -0.3 | -6 | 6 | -0.5 | 10 | 1
COc1ccc(-c2cc(C(=O)N3CCN(c4ccccc4)CC3)c3ccccc3n2)cc1 | -6 | -11 | 0.6 | 5 | 2.1 | 14 | -8 | x | 18 | 30*
COc1ccc(CCNC(=O)c2cc(-c3ccccc3)on2)cc1OC | 4 | -15 | -1.4 | 2 | 0.2 | 7 | -1 | -2.4 | -11 | 1
COCCCNc1nc2nonc2nc1N(C)CC1CCCN1C (stereo not given) | 3 | 2 | -0.9 | 2 | -2.4 | 36* | -3 | x | 11 | 1
COC(=O)C1=C(C)N(CCCC(=O)O)C(=O)NC1c1cccc(Cl)c1Cl (stereo not given) | -1 | -2 | -2.1 | -8 | -0.7 | 4 | 4 | -0.1 | x | 0
Fc1ccc(-c2ccc(/C=N\n3cnnc3)o2)cc1Cl | -6 | 5 | -3.1 | 2 | 3.3 | 42* | -6 | x | -5 | 4
Cc1oc(-c2ccc(Cl)cc2)nc1CS(=O)CC(=O)NCCCN1CCCC(C)C1 (stereo not given) | -3 | 2 | 0.2 | 0 | -2.3 | 4 | 1 | 1.7 | 6 | -1
O=C(CN1CCCSc2ccccc21)N1CCN(S(=O)(=O)c2ccccc2)CC1 | 1 | -7 | -3.7 | x | x | 1 | 0 | 0.6 | x | -2
Cc1ccc(OCCNC(=O)CCC(=O)N2CCOCC2)cc1 | 3 | 17 | -2.0 | -6 | 3.3 | 7 | 4 | -0.8 | x | 0
Cc1nn(-c2cccc(Cl)c2)c2nc(-c3ccncc3)cc(C(=O)N3CCOCC3)c12 | -5 | -3 | -2.2 | 3 | 0.2 | 7 | 7 | x | 26 | 1
COc1ccc(-n2nc(C(=O)NCC(=O)Nc3cccc(NC(C)=O)c3)c3ccccc3c2=O)cc1 | 0 | 12 | -5.7 | -23 | -1.8 | 7 | 7 | x | 19 | 3
Cc1ccc(S(=O)(=O)Cn2nnnc2C(c2ccc(F)cc2)N2CCC(C(N)=O)CC2)cc1 (stereo not given) | 14 | -1 | -1.4 | 5 | 0.8 | 2 | -6 | -0.6 | 3 | -6
COc1ccc(NS(=O)(=O)c2cc(NC(=O)c3ccc(S(=O)(=O)N(C)C)cc3)ccc2N2CCOCC2)cc1 | -8 | 8 | -2.0 | -79 | 3.7 | 6 | -13 | -0.2 | x | -1

Overlap with the part before: 6 entries, followed by the next part.
SMILES | BoNT F protease | CCHFV vOTU inh | FadD28 binding | Rv3671c protease | UGM FP inh | GDH-TPI inh | MazEF act | BioA inh | VHR inh abs | FBA Mtb inh
O=C(CN1CCCSc2ccccc21)N1CCN(S(=O)(=O)c2ccccc2)CC1 | 1 | -7 | -3.7 | x | x | 1 | 0 | 0.6 | x | -2
Cc1ccc(OCCNC(=O)CCC(=O)N2CCOCC2)cc1 | 3 | 17 | -2.0 | -6 | 3.3 | 7 | 4 | -0.8 | x | 0
Cc1nn(-c2cccc(Cl)c2)c2nc(-c3ccncc3)cc(C(=O)N3CCOCC3)c12 | -5 | -3 | -2.2 | 3 | 0.2 | 7 | 7 | x | 26 | 1
COc1ccc(-n2nc(C(=O)NCC(=O)Nc3cccc(NC(C)=O)c3)c3ccccc3c2=O)cc1 | 0 | 12 | -5.7 | -23 | -1.8 | 7 | 7 | x | 19 | 3
Cc1ccc(S(=O)(=O)Cn2nnnc2C(c2ccc(F)cc2)N2CCC(C(N)=O)CC2)cc1 (stereo not given) | 14 | -1 | -1.4 | 5 | 0.8 | 2 | -6 | -0.6 | 3 | -6
COc1ccc(NS(=O)(=O)c2cc(NC(=O)c3ccc(S(=O)(=O)N(C)C)cc3)ccc2N2CCOCC2)cc1 | -8 | 8 | -2.0 | -79 | 3.7 | 6 | -13 | -0.2 | x | -1
O=C(N/N=C/c1cccc2ccccc12)c1cccs1 | u | 6 | -2.9 | x | 3.8 | 22 | 0 | -1.0 | -7 | 2
N#Cc1ccsc1NC(=O)COC(=O)c1cc2ccccc2cc1O | -2 | 6 | 0.3 | -11 | -0.6 | 8 | 10 | x | 8 | 2
COc1ccc(-c2nnc(SCc3ccccc3)n2N)cc1 | -2 | -10 | -1.4 | 2 | -1.3 | 17 | 0 | -1.5 | 18 | 1
O=C(Nc1cccc(F)c1)C1CCN(S(=O)(=O)c2cnc[nH]2)CC1 | -5 | -2 | 0.1 | 2 | 0.5 | 6 | 5 | 9.5 | 18 | 3

High-throughput results (PubChem BioAssay)
